Source: PubChem BioAssay
PTHR1 ag: qHTS for PTHR1 Agonists: Primary Screen | Parathyroid hormone/parathyroid hormone-related peptide receptor (Homo sapiens), Q03431 | HEK293 GP2 PTHR1 cells, GloSensor cAMP luminescence, 1 h | AID 743266, 2014 | Potency, µM (series often up to 115 µM), inactives show at the highest dose activation, actives largely listed as activators | 0.075% of 410,000 active; further: potency means the concentration at half of the fitted maximal effect; nearly all actives have a fitted effect of over 55% in size; some results filed as inactive show a strong effect at the top dose; inactives centre near -15; many of its hits are not listed in these tables
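HEK-293-derived GP2 cells expressing PTHR1 and a GloSensor cAMP reporter, 3,000/well, plated overnight, given luciferin plus IBMX (each 0.5 mM as added) for 1 h at 37 °C, then compound for 1 h at 37 °C. Luminescence was read after 15 min at room temperature.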
CCT modulator: High-Throughput Screening for Modulators of Cytosolic Chaperonin Activity | purified chaperonin ATPase assay, HTRF ADP detection, 30 min | activity change, % (test concentration not listed), hits read low | 0.3% of 360,000 active | AID 651819, 2012; in the data active means activity change below about -30%; further: on the % scale 0 is the no-effect control and ±100 the full control effect
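Nucleotide hydrolysis assay: TRiC at 20–40 nM final (set by batch activity) with 10 uM ATP, 30 min at 37 °C, in presence of 76 uM compound. Detection by competitive ADP HTRF, 30 min ambient.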
EPAC2 agonist: qHTS for Agonist of cAMP-regulated guanine nucleotide exchange factor 4 (EPAC2): primary screen | EPAC2 activation, biochemical qHTS; response scale: 100% = 6.5 mM cAMP response | Potency, µM (top dose mostly 154 µM), without a hit: at the highest dose activation, actives largely listed as activators | 0.079% of 360,000 active; further: potency means the concentration at half of the fitted maximal effect; nearly all actives have a fitted effect of over 50% in size
Target sequence (Q8WZA2 whole entry, looked up): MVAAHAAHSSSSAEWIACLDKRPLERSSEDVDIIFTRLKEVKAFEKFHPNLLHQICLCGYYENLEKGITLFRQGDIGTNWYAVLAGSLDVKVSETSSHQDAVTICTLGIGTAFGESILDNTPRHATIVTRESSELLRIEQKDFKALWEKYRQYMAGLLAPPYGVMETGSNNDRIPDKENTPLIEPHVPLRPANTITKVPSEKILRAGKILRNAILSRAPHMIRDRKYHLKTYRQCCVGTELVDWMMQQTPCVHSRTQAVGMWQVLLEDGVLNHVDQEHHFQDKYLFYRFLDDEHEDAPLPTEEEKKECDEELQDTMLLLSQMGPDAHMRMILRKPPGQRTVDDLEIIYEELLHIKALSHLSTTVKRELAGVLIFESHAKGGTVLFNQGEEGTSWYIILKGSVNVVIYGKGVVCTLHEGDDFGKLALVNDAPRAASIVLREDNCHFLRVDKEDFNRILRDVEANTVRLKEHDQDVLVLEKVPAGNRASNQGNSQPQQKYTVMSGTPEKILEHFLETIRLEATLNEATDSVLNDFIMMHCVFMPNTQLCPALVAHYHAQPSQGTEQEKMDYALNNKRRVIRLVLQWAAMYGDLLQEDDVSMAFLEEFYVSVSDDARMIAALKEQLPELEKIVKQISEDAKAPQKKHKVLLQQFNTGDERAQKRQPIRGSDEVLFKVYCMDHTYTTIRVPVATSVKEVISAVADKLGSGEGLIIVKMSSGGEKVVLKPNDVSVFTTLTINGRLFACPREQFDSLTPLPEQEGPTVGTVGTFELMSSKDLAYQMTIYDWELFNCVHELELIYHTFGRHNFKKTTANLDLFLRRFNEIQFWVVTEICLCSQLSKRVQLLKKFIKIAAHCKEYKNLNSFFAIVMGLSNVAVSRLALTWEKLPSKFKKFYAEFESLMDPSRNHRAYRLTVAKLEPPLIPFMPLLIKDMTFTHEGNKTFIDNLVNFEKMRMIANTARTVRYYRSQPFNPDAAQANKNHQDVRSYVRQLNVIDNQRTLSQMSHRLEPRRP
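Each well held 100 nM EPAC2, 250 nM RAP1B-BODIPY-GDP and 50 uM GDP. Fluorescence, read at 5-min intervals to 30 min, was referenced to a 6.5 mM cAMP positive control.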
DRD3 agonist: qHTS of D3 Dopamine Receptor Agonist: qHTS; 0.58% of 410,000 active; D(3) dopamine receptor (Homo sapiens), P35462; max activation, %; D3R DiscoveRx beta-arrestin cells, luminescence, 90 min; in the data active means max activation above about 30%; further: 0% is about no effect; mostly tested at two doses, the higher about 12 µM
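Cells at 1500/well, incubated overnight, then treated with pinned compounds (dopamine as control) for 90 min at 37 degrees C. DiscoveRx reagent added for 30 - 60 minutes at room temperature; luminescence read.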
pAkt inh: HTS Assay for Inhibitors of Akt Phophorylation: Primary Screen | Neuro2A IGF-stimulated pAkt S473 HTRF, 20 min; hits give low values | AID 651550, 2012 | 0.32% of 360,000 active | activity change, % for hits at 50 µM; in the data active means activity change below about -80%; inconclusive means mostly about -51% to -80%; further: on the % scale 0 is the no-effect control and ±100 the full control effect
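Neuro2A cells (4,500/well, DMEM with 0.5% FBS) were treated with compound at a single 50 µM final concentration, stimulated with 6 nM IGF for 20 min at 37 °C, and lysed. Phospho-Akt Ser473 was read by HTRF as 665/615 ratio ×10^4.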
EPAC2 antagonist: qHTS for Antagonist of cAMP-regulated guanine nucleotide exchange factor 2 (EPAC2): primary screen; EPAC2 GEF exchange of Rap1B-BODIPY-GDP, fluorescence; 0.18% of 360,000 active; Potency, µM (series often up to 114 µM), for inactives: at the highest dose activity, negative = inhibition, actives largely listed as inhibitors; Rap guanine nucleotide exchange factor 4 (Homo sapiens), Q8WZA2; further: potency means the concentration at half of the fitted maximal effect; on the % scale 0 is the no-effect control and ±100 the full control effect; nearly all actives have a fitted effect of over 45% in size; many of its hits are not listed in these tables
Mm-Cpn inhibitor: Inhibitors of TCP-1 ring complex (TRiC) of Methanococcus maripaludis (MmCpn): qHTS; Chaperonin Mm-Cpn (Methanococcus maripaludis); purified Mm-Cpn ATPase, ADP Transcreener TR-FRET; Potency, µM (highest dose often 76.9 µM), inactives show top-dose activity, negative = inhibition, actives largely listed as inhibitors; 0.031% of 330,000 active; further: potency means the concentration at half of the fitted maximal effect; on the % scale 0 is the no-effect control and ±100 the full control effect; nearly all actives have a fitted effect of over 80% in size
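Reaction buffer contained 30 mM Tris pH 7.4, 100 mM KCl, 5 mM MgCl2 and 1 mM DTT. Mm-CPN (25 nM final) hydrolysed 10 uM ATP over 30 min at 37°C; ADP was read by HTRF.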
D3 antag: qHTS of D3 Dopamine Receptor Antagonist: qHTS. max response, negative = inhibition, %. D(3) dopamine receptor (Homo sapiens), P35462. 2.5% of 360,000 active. D3R cells, DiscoveRx beta-arrestin luminescence, antagonist mode; hits give low values; in the data active means max response below about -50%; inconclusive means no clear call, values can overlap the other calls; further: on the % scale 0 is the no-effect control and ±100 the full control effect; mostly tested at two doses, the higher about 12 µM
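Cells plated overnight at 1500 cells/well, then exposed to library compounds with dopamine controls for 90 minutes at 37 degrees C. DiscoveRx reagent added for 30–60 minutes at room temperature; luminescence read, quantitative HTS format.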
An asterisk follows results filed as active; i = inactive; ? = inconclusive; . = no result given; & = joins results of further samples; [ ] = remark or other dose. Unless noted, the call rests on the fitted dose curve; in most records, active means well fitted curve in the direction sought with a large enough effect; inconclusive means small, poorly fitted or top-dose-only effect, or another doubt; inactive means no such curve, though single readings can be large; an effect the other way counts as inactive or inconclusive.

Sequence of screens – PTHR1 ag	CCT modulator	EPAC2 agonist	DRD3 agonist	pAkt inh	EPAC2 antagonist	Mm-Cpn inhibitor	D3 antag
> C=C(Br)Cn1c(CC(C)C)nc2ccccc21
→ -24%	-0.2	3%	0	i	-3%	-1%	9
> O=[N+]([O-])c1cc(Cl)c(O)c2ncccc12
→ -19%	-0.9	7%	0	i	-12%	3%	-20
> CCOc1ccc(NC(=O)COc2cccc3cccnc23)cc1S(=O)(=O)N1CCCC1
→ -17%	-1.8	5%	11	i	-20%	.	11
> CC(=O)OC[C@@H]1CN(Cc2cccc(C(F)(F)F)c2)C[C@H](n2cnc3c(N4CCOCC4)ncnc32)O1
→ i	0.7	0%	6	i	-10%	.	35
> CCN(CC)Cc1ccc(NC(=O)c2sc3cc(Cl)ccc3c2Cl)cc1
→ -7%	-3.4	5%	-30	i	-1%	0%	?
> COc1ccc(NC(=O)C2CCCN(S(=O)(=O)c3ccc4[nH]c(=O)ccc4c3)C2)cc1OC (centres undefined)
→ -3%	-1.1	-9%	1&2	i	20%	-22%	7
> CSc1ccc(N/N=C(/C#N)S(=O)(=O)C(C)(C)C)cc1
→ -41%[inhibitor]	-1.8	-1%	0	i	-5%	-4%	-1
> CCC(C)NC(=O)C(CCSC)NC(=O)c1ccccc1 (centres undefined)
→ i	-0.4	3%	0	i	8%	0%	10
> CCOC(=O)c1c(N)n[nH]c1-c1ccccc1
→ i	-0.5	8%	3	.	-5%	1%	-11
> CN1CCN(CCC(=O)Nc2ccc(C3CCCC3)cc2)CC1
→ -14%	-1.5	2%	-8	i	-4%	-3%	4
> O=C(COc1ccc2c(c1)oc(=O)c1ccccc12)NCC1CCC(C(=O)O)CC1 (centres undefined)
→ -8%	-1.9	4%	3	i	6%	-6%	-12
> CN1C(=O)[C@H]2[C@@H](/C=C/c3ccccc3)N3C(=O)CN(CCO)C(=O)[C@@]3(Cc3ccccc3)[C@H]2C1=O
→ i	1.5	-17%	-6	i	5%	-2%	29
> Cc1ccc(OCCCC(=O)NNC(=O)c2ccccn2)cc1
→ i	0.0	1%	6	i	11%	3%	7
> COc1ccccc1C(=O)Nc1cccnc1
→ -31%[inhibitor]	1.2	5%	0	i	5%	-1%	-2
> Cc1ccccc1C(=O)Nc1cccc(C(=O)Nc2ccccc2C(=O)O)c1
→ -39%[inhibitor]	-1.5	-8%	-1	i	-3%	-2%	21
> COC(=O)c1c(N2C(=O)Nc3ccccc3N2O)sc(C)c1C
→ i	0.8	3%	-6	i	-4%	-12%	6
> Cc1cc(C)c(NC(=O)CCCC(=O)O)c(Cl)c1
→ 26%[57.5 µM]	-50*	-1%	0	i	6%[57.1 µM]	1%	?
> c1ccc(N=Nc2cn[nH]c2-c2ccco2)cc1
→ -4%	-2.9	8%	23	i	-4%	1%	-3
> CCCN(C(=O)COC(=O)COc1c(C)cccc1C)c1c(N)n(Cc2ccccc2)c(=O)[nH]c1=O
→ i	0.3	-3%	-5	i	9%	1%	0
> C/C(=N\NC(=O)c1ccccc1)c1cccc(Br)c1
→ -15%	0.3	-3%	-7	i	4%	-1%	1
> COc1cc(OC)c(OC)cc1CNC1CCCCCC1
→ i	0.3	5%	-12	.	-1%	-5%	-23
> COc1cc(CN2CCCC(C)C2)cc([N+](=O)[O-])c1O (centres undefined)
→ ?	-1.3	-7%	-22	i	-2%	0%	?
> O=C(c1ccc(Br)cc1)N1CCC2(CC1)NCCc1[nH]cnc12
→ i	0.8	5%	0	i	-2%	2%	-6
> O=S(=O)(Nc1ccc(Cc2ccncc2)cc1)c1cccs1
→ -6%[57.5 µM]	4.1	6%	13	i	12%	3%	7
> O=c1oc2ccccc2c(O)c1/C=N/c1ncccn1
→ i	0.1	10%	-2	i	3%	-1%	-10
> COc1cccc(NC(=S)NCc2cccnc2)c1
→ i	-2.1	6%	-1	i	-4%	-3%	4
> COC(=O)/C=C1/N/C(=N\c2nc(C)cc(C)n2)N(c2ccc(C)c(C)c2)C1=O
→ -17%	0.8	-1%	5	i	13%	0%	-21
> COc1ccccc1NC(=O)CSCC(=O)N1c2ccccc2CCc2ccccc21
→ i	-4.2	12%	-1	i	-10%	1%	-5
> COCCn1c(NCc2ccccc2)nc2c1c(=O)[nH]c(=O)n2C
→ i	0.5	7%	5	i	9%	0%	6
> COc1ccc(CCNC(=O)CSc2nc3ccsc3c(=O)n2CC2CCC(C(=O)O)CC2)cc1OC (centres undefined)
→ i	-3.6	4%	3	i	9%	0%	-2

The final two compounds of the section before open the next one.
Sequence of screens – PTHR1 ag	CCT modulator	EPAC2 agonist	DRD3 agonist	pAkt inh	EPAC2 antagonist	Mm-Cpn inhibitor	D3 antag
> COCCn1c(NCc2ccccc2)nc2c1c(=O)[nH]c(=O)n2C
→ i	0.5	7%	5	i	9%	0%	6
> COc1ccc(CCNC(=O)CSc2nc3ccsc3c(=O)n2CC2CCC(C(=O)O)CC2)cc1OC (centres undefined)
→ i	-3.6	4%	3	i	9%	0%	-2
> O=C(CN1CC(=O)Oc2ccccc21)OCC(=O)c1ccccc1
→ -28%	2.3	1%	14	i	4%	-2%	12
> COC(=O)C[C@H]1C=C[C@@H](NC(=O)Nc2c(C)noc2C)[C@@H](CO)O1
→ i	.	7%	-1	i	8%	.	0
> CC1(C)CC(O)CC(C)(C)N1CC(O)COCc1ccccc1 (centres undefined)
→ -7%	0.0	5%	1	i	14%	-6%	0
> COc1cccc(/C=N/NC(=O)c2ccc(COc3ccc(Cl)cc3Cl)o2)c1
→ -17%	1.4	2%	4	i	-2%	0%	25
> O=C1CSC(c2c(F)cccc2Cl)N1c1cccc(F)c1 (centres undefined)
→ -21%	-3.0	19%	-1	.	-11%	1%	-8
> CCOc1cc(/C=N\Nc2ccc([N+](=O)[O-])cc2)ccc1OCC(=O)Nc1ccc(C)c(C)c1
→ -8%[57.5 µM]	-1.7	4%	-6	i	28%	-1%	-15
> CN(C)S(=O)(=O)c1ccc(C(=O)Nc2ccccc2OC(F)(F)C(F)F)cc1
→ i	-1.2	15%	-17	i	1%	-1%	-18
> Clc1ccc(Cl)c(OCCCCN2CCCCC2)c1
→ -95%[inhibitor]	-0.8	12%	-18	i	8%	-5%	-106*
> CNC(=S)N(Cc1cc2cc(C)ccc2n2nnnc12)CC(C)(C)CN(C)C
→ i	0.6	-7%	1	i	3%	-4%	2
> CN(C)c1ccc(-c2ccnc3c2CC(C)(C(=O)NCc2ccncc2)O3)cc1 (centres undefined)
→ i	-1.3	6%	5	i	14%	.	3
> Cc1cc(NC(=O)C2=C(O)c3ccccc3S(=O)(=O)N2C)no1
→ -21%	-0.8	1%	-10&-16	i	14%	0%	0
> COc1cc2c(cc1OC)CN(Cc1ccc(C)s1)CC2
→ i	-1.3	7%	-18	i	-1%	1%	-21
> CCNC(=S)N/N=C/c1ccc(OCc2ccc(C(=O)OC)cc2)cc1
→ i	-0.3	1%	1	i	14%	-1%	-16
> Cn1c(=O)c(=O)n(C)c2cc(S(=O)(=O)N3CCCC3C(=O)NCc3cccs3)ccc21 (centres undefined)
→ -7%	-1.5	1%	3	i	7%	-4%	-2
> CC(=O)c1c(C)[nH]c(C(=O)OCC(=O)N(CC(C)C)C2CCS(=O)(=O)C2)c1C (centres undefined)
→ i	-1.0	-6%	-3	i	-1%	-4%	-18
> c1ccc2c(c1)nc(CN1CCOCC1)n1c3ccccc3nc21
→ i	0.5	-82%[15.6 µM]	2	.	-14%	.	1
> CCCCCCCCC(=O)NCCOc1ccccc1
→ i	-0.5	-10%	-1	i	-1%	1%	21
> O=C(c1ccoc1)N1CCC(CO)(CCc2ccccc2)CC1
→ -17%	1.1	3%	2	i	9%	1%	0
> Cc1c(C)n(C)c2ccc(C(=O)NCCCN3CCCC3)cc12
→ i	-0.7	2%	2	i	4%	-1%	0
> CCCC(=O)c1cc(-c2nc3ccccc3n2C)n(C)c1
→ i	1.4	-4%	1	i	0%	-2%	25
> Cc1ccc(C(=O)N/N=C/c2sc(=O)n(Cc3cccc(C(=O)O)c3)c2Cl)cc1
→ i	-7.6	7%	5	i	16%	-3%	34
> CN(C)S(=O)(=O)c1cccc(NC(=O)c2ccc(S(=O)(=O)N3CCCC3)cc2)c1
→ i	-0.4	1%	-2	i	-6%	-3%	15
> C=C1CCC[C@]2(C)C[C@H]3OC(=O)C(CNCCN(C)C)[C@H]3CC12 (some centres undefined)
→ i	0.6	7%	3	i	16%	-1%	-18
> CC(O)C1CCC2C3CC[C@H]4CC(O)CCC4(C)C3CC3(OCCO3)C12C (some centres undefined)
→ -4%[57.5 µM]	-2.1	6%	4	i	0%	0%	16
> Cc1ccc(S(=O)(=O)N(CC(O)CN2CCOCC2)c2cccc([N+](=O)[O-])c2)cc1 (centres undefined)
→ 6%	-2.1	7%	-14	i	-4%	1%	-3
> Cc1ccnc(NS(=O)(=O)c2ccc(NC(=O)c3cc(-c4ccc(Br)cc4)nc4ccccc34)cc2)n1
→ -11%	-2.6	-2%	-3	i	2%	?	-28
> O=C(c1ccc(-n2c(SCc3cc(F)ccc3F)nc3ccccc3c2=O)cc1)N1CCOCC1
→ -53%[inhibitor]	-3.2	20%	4	i	-15%	-2%	6
> O=C(C[C@H]1C/C=C\CC[C@@H](Cc2ccc(F)cc2)C(=O)OC[C@H]2CCCN2C1=O)N[C@@H](CO)Cc1ccccc1
→ -17%	0.9	-2%	20	i	-7%	0%	6
> CCc1ccc(NC(=O)N2CCN(C(=O)C3CCCO3)CC2)cc1 (centres undefined)
→ i	-4.5	-5%	4	i	5%	0%	11
> O=[N+]([O-])c1ccc(/C=N/N=C/c2ccc([N+](=O)[O-])o2)o1
→ -39%[inhibitor]	-2.6	12%	-35	i	4%	-2%	-81*

Not all compounds are listed; count on the stated rates, not on these rows.
